Screens (PubChem)
MT1-MMP act inh: blocks activation of human MT1-MMP; HT1080 RFP-PRO-GFP cells, GFP/RFP ratio fluorescence, overnight; percent of plate control window, DMSO zero; GFP/RFP ratio change, % at 20 µM; 360,000 compounds, 0.061% hits; AID 651647;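 active = GFP/RFP ratio change of at least 30% with cell ATP level not reduced by more than half and red fluorescence within 50% of control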; also: strong numbers were not always called active
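Assay system: HT1080 RFP-PRO-GFP cells. Benchmarks: DMSO vehicle wells and RFP-L50D-GFP reporter cell wells. Times: overnight cell settling, then overnight compound exposure, 37 °C, 5% CO2. Compound: 20 µM single dose, 1% DMSO. Read-out basis: GFP/RFP fluorescence ratio.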
FAS TE block: FAS thioesterase (human) inhibition. P49327. recombinant FAS-TE, OMFH fluorogenic substrate, fluorescence endpoint. inhibition, % at 15 µM. 360,000 compounds, 0.67% hits. AID 602261;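 active = compounds whose normalised, plate-corrected inhibition of enzyme fluorescence in the single-dose primary screen is 50% or more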;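 also: 0% = DMSO with enzyme and 100% = substrate without enzyme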
CSN inh: inhibitors of human CSN-mediated cullin deneddylation; 360,000 compounds, 0.38% hits; Purified CSN, SCF-Nedd8-OG deneddylation, fluorescence polarization; Q92905; inhibition, % at 12.5 µM;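 active = pattern-corrected inhibition above about 35%, with an unprinted fluorescence ratio check between 0.5 and 1.5, limit read from the data, passing the limit was not always enough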;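 also: 0% = enzyme with substrate and 100% = substrate without enzyme; some results filed as inactive read as strong as hits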
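Assay system: purified human Csn5 enzyme expressed in HEK293T cells; measure: % inhibition; also added: SCFSkp2-Nedd8OG substrate at 10 nM final; technique: fluorescence polarization; times: reaction 90 min, room temperature; medium: Tris buffer pH 7.5, NaCl, DTT, Tween-20, trehalose, ovalbumin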
Rin1 Abl inh: blocks binding of human Rin1 to Abl; P00519+Q13671; AID 588664; 360,000 compounds, 0.4% hits; TR-FRET Rin1/Abl binding, biochemical; inhibition, % at 7.35 µM; in the data active = inhibition above about 5%, passing the limit was not always enough
bovine MsrA act: activators of bovine methionine sulfoxide reductase A; purified bovine MsrA, absorbance read-out; activation, % at 10.6 µM; 360,000 compounds, 0.3% hits; AID 602163; in the data active = activation above about 7.5%;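 also: 0% = vehicle and 100% = reference activator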
PABP1 MLLE inh: blocks PAM2 peptide binding to the PABP1 MLLE domain | AID 588489 | P11940 | inhibition, % at 20 µM | GST-MLLE / FITC-PAM2 fluorescence polarization | 360,000 compounds, 0.36% hits; in the data active = inhibition above about 35%, passing the limit was not always enough;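 also: plate controls were DMSO wells with GST-MLLE for no effect and wells lacking GST-MLLE protein for full effect; some results filed as inactive read as strong as hits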
Target sequence (P11940 whole entry, looked up, the tested form may be a part): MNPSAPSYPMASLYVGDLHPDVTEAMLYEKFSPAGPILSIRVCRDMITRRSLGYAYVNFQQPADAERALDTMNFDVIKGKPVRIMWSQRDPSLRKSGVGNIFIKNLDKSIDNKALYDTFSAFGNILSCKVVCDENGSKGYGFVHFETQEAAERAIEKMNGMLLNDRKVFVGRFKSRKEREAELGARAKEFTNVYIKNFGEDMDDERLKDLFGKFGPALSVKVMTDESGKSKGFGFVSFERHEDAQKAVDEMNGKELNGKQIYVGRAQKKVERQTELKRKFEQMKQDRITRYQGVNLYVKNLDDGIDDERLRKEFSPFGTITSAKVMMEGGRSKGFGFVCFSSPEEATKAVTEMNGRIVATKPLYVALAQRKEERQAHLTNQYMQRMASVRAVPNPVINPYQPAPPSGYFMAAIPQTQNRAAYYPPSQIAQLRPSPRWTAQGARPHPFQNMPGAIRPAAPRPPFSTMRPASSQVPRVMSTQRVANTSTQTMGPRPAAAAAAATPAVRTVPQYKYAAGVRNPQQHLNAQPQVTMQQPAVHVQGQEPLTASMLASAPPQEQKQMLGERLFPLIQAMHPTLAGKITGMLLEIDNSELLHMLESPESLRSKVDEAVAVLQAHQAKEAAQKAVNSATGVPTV
Rpn11 block: Rpn11 (human) deubiquitinase inhibition. AID 588493. 360,000 compounds, 0.59% hits. human 26S proteasome, Ub4-pepOG fluorescence polarization; 20S core pre-blocked with epoxomicin. calls only at 20 µM;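 active = inhibition at 20 µM, scaled to each plate's controls, above about 33%, limit read from the data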
Target sequence (O00487 whole entry, looked up): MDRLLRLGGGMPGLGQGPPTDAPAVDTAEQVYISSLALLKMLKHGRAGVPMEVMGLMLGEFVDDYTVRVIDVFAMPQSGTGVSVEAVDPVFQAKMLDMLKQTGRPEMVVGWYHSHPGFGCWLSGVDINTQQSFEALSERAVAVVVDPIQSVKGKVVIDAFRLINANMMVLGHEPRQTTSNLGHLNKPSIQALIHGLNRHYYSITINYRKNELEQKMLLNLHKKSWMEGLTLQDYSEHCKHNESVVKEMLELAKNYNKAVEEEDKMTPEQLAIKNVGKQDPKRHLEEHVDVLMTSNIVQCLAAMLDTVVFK
E coli Lon inh: inhibitors of E. coli Lon protease. inhibition, % at 7.94 µM. purified E. coli Lon protease, fluorescence polarization. AID 602123. 360,000 compounds, 0.42% hits; in the data active = inhibition above about 13%, passing the limit was not always enough;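 also: 0% = enzyme with probe and DMSO and 100% = no enzyme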
MsrA inhibitor: inhibits bovine methionine sulfoxide reductase A. 360,000 compounds, 0.75% hits. inhibition, % at 15.5 µM. purified bovine MsrA, absorbance read-out; in the data active = inhibition above about 4.5%;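 also: 0% = vehicle wells with enzyme and 100% = reference inhibitor wells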
The depositor's hits bear a star; i = inactive; nt = no result given; + = active, no number.

SMILES	MT1-MMP act inh	FAS TE block	CSN inh	Rin1 Abl inh	bovine MsrA act	PABP1 MLLE inh	Rpn11 block	E coli Lon inh	MsrA inhibitor
O=S(=O)(c1ccccc1)N1CCN(C(=S)Nc2ccc(Br)cc2)CC1	-2	18	3	-5	-4	-94	i	7	0.1
CCOc1ccc(C(=O)C2CCN(CC(=O)Nc3ccccc3N3CCOCC3)CC2)cc1	-5	34	5	1	-9	1	i	0	-0.8
CC(C)CNC(=O)Cn1nc(C(F)(F)F)c2c1CCCC2	5	-6	4	1	0	-8	i	3	-0.9
Cc1cc(Oc2ccc(=O)n(C)n2)nc(Oc2ccc(=O)[nH]n2)n1	-2	-8	-3	-3	-2	-5	i	1	-0.6
O=C(NC1CCCC1)c1cc(-c2ccccc2Cl)on1	1	7	4	-1	-2	-1	i	2	0.5
Cn1ccnc1SCC(=O)Nc1cc(C(F)(F)F)ccc1N1CCOCC1	-3	-10	0	-1	-12	7	i	0	-0.1
C/C(=N/NC(=O)c1nnn(-c2nonc2N)c1CSc1ccc(Cl)cc1)c1ccncc1	1	-6	12	2	-4	11	i	-6	1.4
O=C(CN1C(=O)C2CC=CCC2C1=O)NC1CCCc2ccccc21 (stereo not given)	3	-2	0	0	0	-20	i	-2	0.2
CCc1nc2ccc(C(=O)N3CCN(C(C)=O)CC3)cn2c1N(C)C(=O)c1cccc(OC)c1	0	-9	-2	2	-3	8	i	-5	1.3
Cc1cc(C(F)F)nn1CC(=O)N1CCSCC1	-3	-6	4	-2	-5	0	i	0	-0.5
CCOC(=O)C(Oc1ccc2c(-c3ccc(OC)cc3)cc(=O)oc2c1C)c1ccccc1 (stereo not given)	-13	34	5	-2	-1	14	i	1	-0.5
O=C(C(c1ccccc1)c1ccccc1)N1CC[C@@]2(O)CCCC[C@H]2C1	-5	-3	-5	6	-2	-12	i	-2	-0.4
COc1ccc(NC(=O)CSc2nnc(-c3ccoc3C)n2CC2CCCO2)cc1 (stereo not given)	0	-5	4	2	-7	-6	i	-10	0.2
COC(=O)c1ccc(Oc2c(C(F)(F)F)oc3c(CN4CCN(C)CC4)c(O)ccc3c2=O)cc1	2	-5	3	-1	-5	-7	i	-2	2.1
CCOC(=O)c1cocc1C(=O)O	6	-5	0	5	-13	-9	i	-10	-0.4
O=C(NCCS(=O)(=O)NCCc1ccccc1)c1ccc2c(c1)OCO2	2	-3	-3	4	-12	2	i	-7	-0.2
CC1(C)c2ccccc2-c2nc3ccccc3cc2C1O (stereo not given)	-7	1	2	-1	-2	4	i	-12	4.2
COc1ccc(/C=N/NC(=O)CC(=O)NCCc2ccccc2)cc1OC	nt	-7	-4	0	-12	5	i	8	0.2
Nc1nonc1NC(=O)CSc1ncccc1C(=O)O	-1	-4	0	1	-1	15	i	-3	0.4
Cc1ccc(-c2c(C(=O)N/N=C/c3ccc4c(c3)OCO4)nnn2-c2nonc2N)cc1	8	15	-4	-3	-2	-9	i	-8	2.7
Cc1ccccc1N1CN(Cc2ccco2)CNC1=S	-1	-8	-2	0	-7	-40	i	8	0.6
O=C(NNC(=O)c1ccncc1)Nc1ccc(Br)cc1	2	-6	-2	1	-2	1	i	5	0.7
Cc1ccc(OCC(=O)Nc2ccccc2[N+](=O)[O-])c(Br)c1	8	19	-2	0	-5	22	i	-5	0.0
COc1ccccc1NC(=O)Nn1cnnc1	8	-8	0	2	-4	-4	i	7	0.8
COC(=O)C1=C(C)NC(=O)/C1=C\c1cc(C)n(-c2c(C)cccc2C)c1C	-97	2	16	1	-2	-41	+	-14	1.4

An excerpt from above, showing only bovine MsrA act.
compound	bovine MsrA act
C/C(=N/NC(=O)c1nnn(-c2nonc2N)c1CSc1ccc(Cl)cc1)c1ccncc1	-4
COc1ccccc1NC(=O)Nn1cnnc1	-4

Going on with the list:
SMILES	MT1-MMP act inh	FAS TE block	CSN inh	Rin1 Abl inh	bovine MsrA act	PABP1 MLLE inh	Rpn11 block	E coli Lon inh	MsrA inhibitor
O=C1OCCC1(c1ccccc1)c1ccccc1	0	-1	1	4	0	-8	i	2	-0.6
CCCC(=O)Nc1nnc(SCC(=O)N2CCN(c3ccccc3)CC2)s1	8	-6	-6	5	-9	-124	i	-4	1.7
NS(=O)(=O)c1ccc(CNC(=O)c2ccc3ccccc3n2)cc1	1	-5	2	-3	-1	-7	i	-9	-1.2
CN(C(=O)CSc1nnc(-c2ccco2)n1Cc1ccccc1)C1CCS(=O)(=O)C1 (stereo not given)	2	-3	-1	-1	-7	-52	i	-6	0.4
CC(=O)NCc1ccc(S(=O)(=O)N/N=C/c2ccc(N(C)C)cc2)cc1	-4	-3	-4	2	-4	-36	i	-1	5.6*
CN1CCC(N2CCCC(C(=O)O)C2)CC1 (stereo not given)	5	-11	-1	1	-3	0	i	-7	-0.5
CC(=O)N1CCN(C(=O)c2ccc(C)c(S(=O)(=O)N3CCCCC3)c2)CC1	0	-8	1	3	-2	4	i	-6	0.6
CCC(=O)OC1c2ccccc2C(=O)N1Cc1ccccc1 (stereo not given)	-2	-4	-6	-4	-4	3	i	-10	0.3
COC(=O)C1=C(Nc2ccccc2NC(=O)c2ccccc2C(=O)O)CSC1	0	-5	1	2	-3	13	i	-3	0.8
CCOC(=O)N1CCC(N2C(=O)c3ccccc3C2Nc2ccc(S(=O)(=O)N(CC)CC)cc2)CC1 (stereo not given)	1	9	-5	11*	-2	-6	i	-4	0.4
CCOC(=O)C1=C(C)N(CCCC(=O)O)C(=O)NC1c1ccccc1OS(=O)(=O)c1ccc([N+](=O)[O-])cc1 (stereo not given)	0	-11	1	2	4	-6	i	3	1.0
CCC(C)(C)C1CCc2[nH]nc(C(=O)NC3CCCCC3)c2C1 (stereo not given)	1	-1	-2	1	-3	10	i	10	-1.6
COc1ccc(C(C)=O)cc1CSc1nnc(C)s1	-4	-5	2	-1	-1	-13	i	4	1.8
O=C(COc1ccc2ccc(=O)oc2c1)Nc1cccnc1	2	-3	-1	1	-3	-10	i	1	1.6
COc1ccc(S(=O)(=O)N2CCC(C(=O)NCCN3CCOCC3)CC2)cc1C	-1	-2	0	4	0	1	i	-10	0.2
COc1cc2[nH]c(=O)n(CCC(=O)N3CCN(c4cc(Cl)ccc4C)CC3)c(=O)c2cc1OC	3	20	-4	9	-2	9	i	1	2.4
CCOC(=O)C1(Cc2cccc(OC)c2)CCN(CC2CC=CCC2)CC1 (stereo not given)	-1	1	-5	-1	-3	-2	i	9	1.6
S=c1nc2ccccc2c2nc(-c3ccccc3Br)[nH]n12	7	-1	-2	-1	3	-55	i	5	0.9
CC(C)c1ccc(NC(=O)C2CCN(S(C)(=O)=O)CC2)cc1	3	-9	-1	-1	-8	6	i	-6	-1.0
Cc1ccc(/C=N\NC(=O)Cn2c(C)nc3ccccc32)o1	3	-5	1	1	-1	14	i	-1	0.9
CCOC(=O)/C=C1\NC(=O)CS1	4	0	3	3	-3	3	i	-5	-0.7
CCOC(=O)N1CCN(C(=O)C(C)n2nc(C)n3c(cc4sccc43)c2=O)CC1 (stereo not given)	6	-8	0	0	-1	9	i	2	2.0
Cc1c(C)n2c(SCC(=O)Nc3cccc4ccccc34)nnc2[nH]c1=O	1	-4	-1	-1	-3	5	i	-6	-0.3
O=C(Nc1nc(-c2ccccc2)cs1)c1cccs1	-43	15	-3	1	-2	3	i	-8	1.2
CC(C)c1cc(N2CCOCC2)n2ncc(-c3ccccc3)c2n1	-4	16	-1	0	-6	-7	i	20	-0.6

(listing goes on)
SMILES	MT1-MMP act inh	FAS TE block	CSN inh	Rin1 Abl inh	bovine MsrA act	PABP1 MLLE inh	Rpn11 block	E coli Lon inh	MsrA inhibitor
COc1ccc(-c2ccc(=O)n(Cc3cccc(Cl)c3)n2)cc1	nt	16	0	6	-11	15	i	2	1.1
O=S(=O)(Cc1ccc(Cl)cc1)C1CCCCC1O (stereo not given)	0	-3	-3	0	-1	14	i	-5	1.3
O=C(Oc1ccc(C(=S)N2CCOCC2)cc1Br)c1ccccc1F	14	1	-5	-2	-3	26	i	0	0.9
CC(C)(Oc1ccc(Cl)cc1)C(=O)Nc1ccncc1	-7	-4	-4	3	1	8	i	0	-0.9
CCCOC(=O)c1c(-c2ccc(C)cc2C)csc1NC(=O)C1C2CCC(O2)C1C(=O)O (stereo not given)	-2	-7	0	1	-2	36	i	-3	3.2
COC(=O)C1=C(C)NC(C)=C(C(=O)OC)C1c1cc2cc(C)ccc2[nH]c1=O	2	-5	-2	-2	-4	7	i	-10	0.9

14 structures from above, ordered by SMILES length, highest first:
SMILES	MT1-MMP act inh	FAS TE block	CSN inh	Rin1 Abl inh	bovine MsrA act	PABP1 MLLE inh	Rpn11 block	E coli Lon inh	MsrA inhibitor
COc1cc2[nH]c(=O)n(CCC(=O)N3CCN(c4cc(Cl)ccc4C)CC3)c(=O)c2cc1OC	3	20	-4	9	-2	9	i	1	2.4
CCCOC(=O)c1c(-c2ccc(C)cc2C)csc1NC(=O)C1C2CCC(O2)C1C(=O)O (stereo not given)	-2	-7	0	1	-2	36	i	-3	3.2
COC(=O)C1=C(C)NC(C)=C(C(=O)OC)C1c1cc2cc(C)ccc2[nH]c1=O	2	-5	-2	-2	-4	7	i	-10	0.9
CCOC(=O)N1CCN(C(=O)C(C)n2nc(C)n3c(cc4sccc43)c2=O)CC1 (stereo not given)	6	-8	0	0	-1	9	i	2	2.0
COc1ccc(S(=O)(=O)N2CCC(C(=O)NCCN3CCOCC3)CC2)cc1C	-1	-2	0	4	0	1	i	-10	0.2
CCOC(=O)C1(Cc2cccc(OC)c2)CCN(CC2CC=CCC2)CC1 (stereo not given)	-1	1	-5	-1	-3	-2	i	9	1.6
CC(C)c1ccc(NC(=O)C2CCN(S(C)(=O)=O)CC2)cc1	3	-9	-1	-1	-8	6	i	-6	-1.0
COc1ccc(-c2ccc(=O)n(Cc3cccc(Cl)c3)n2)cc1	nt	16	0	6	-11	15	i	2	1.1
CC(C)c1cc(N2CCOCC2)n2ncc(-c3ccccc3)c2n1	-4	16	-1	0	-6	-7	i	20	-0.6
Cc1ccc(/C=N\NC(=O)Cn2c(C)nc3ccccc32)o1	3	-5	1	1	-1	14	i	-1	0.9
S=c1nc2ccccc2c2nc(-c3ccccc3Br)[nH]n12	7	-1	-2	-1	3	-55	i	5	0.9
CC(C)(Oc1ccc(Cl)cc1)C(=O)Nc1ccncc1	-7	-4	-4	3	1	8	i	0	-0.9
O=C(Nc1nc(-c2ccccc2)cs1)c1cccs1	-43	15	-3	1	-2	3	i	-8	1.2
CCOC(=O)/C=C1\NC(=O)CS1	4	0	3	3	-3	3	i	-5	-0.7
